Assay outcomes deposited in PubChem by National Center for Advancing Translational Sciences (NCATS).
p53 reactivation: re-activators of mutant p53. H1299 p53-A138V BP100-luciferase reporter, luminescence, 24 h. Potency, µM (doses to about 92.2 µM), for the others: at the highest dose activity change, positive = activation, most hits filed as activators. 0.063% of 320,000 active; also: potency is read from the fitted curve at half-maximal effect; % of control where 0% means no effect; nearly all actives have a fitted effect of over 45% in size
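p53-null H1299 cells stably carrying temperature-sensitive p53-A138V and a BP100-luciferase reporter were pinned with compounds (4-point, 1:5 series) and held 24 hrs at 37 deg C. Luminescence was read 10 min after detection reagent.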
B2AR arrestin: beta2AR (human) beta-arrestin recruitment activity. P07550. beta-arrestin recruitment to beta2AR, cell-based reporter. Potency, µM (top dose mostly 46.1 µM), for inactives: at the highest dose activation, usual class: activators. 0.02% of 330,000 active;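 also: potency is read from the fitted curve at half-maximal effect; 0% = DMSO controls and full agonism = EC100 isoproterenol or metaproterenol; nearly all actives have a fitted effect of over 65% in size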
Target sequence (P07550 whole entry, looked up): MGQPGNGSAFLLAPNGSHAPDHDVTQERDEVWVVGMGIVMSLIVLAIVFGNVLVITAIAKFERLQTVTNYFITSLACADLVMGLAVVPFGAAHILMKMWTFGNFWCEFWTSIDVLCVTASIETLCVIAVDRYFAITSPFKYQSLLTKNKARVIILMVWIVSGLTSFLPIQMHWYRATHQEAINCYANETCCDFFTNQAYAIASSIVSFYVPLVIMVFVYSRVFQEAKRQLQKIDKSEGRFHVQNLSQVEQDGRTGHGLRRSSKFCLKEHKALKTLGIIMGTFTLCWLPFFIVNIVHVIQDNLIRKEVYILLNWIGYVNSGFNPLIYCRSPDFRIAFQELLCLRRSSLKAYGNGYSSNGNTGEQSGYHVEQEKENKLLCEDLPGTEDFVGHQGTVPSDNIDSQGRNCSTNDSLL
BRCA1 expr up: activators of BRCA1 expression. MCF7-BRCA1-FFLuc reporter, luminescence, 48 h; response scale: scaled: vehicle 0%, 10 µM genistein 100%. Potency, µM (titrated, usually from 46.1 µM), for inactives: top-dose activation, hits mostly activators. 1.1% of 380,000 active. AID 624202; also: potency is read from the fitted curve at half-maximal effect; nearly all actives have a fitted effect of over 80% in size; some results filed as inactive show a strong effect at the top dose
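Compounds are tested at multiple concentrations on MCF7 BRCA1-luciferase reporter cells seeded at 2000 per well; after 48 h, a single luminescence end-point is taken and curves fitted to the normalized data.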
ASM inhibitor: blocks human secretory acid sphingomyelinase; P17405; placental ASM, HMU-PC fluorogenic substrate, 60 min; Potency, µM (highest dose often 57.5 µM), without a hit: at the top dose activity change, negative = inhibition, usual class: inhibitors; 0.006% of 340,000 active; AID 504937; also: potency is read from the fitted curve at half-maximal effect
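Fluorogenic HMU-PC substrate (9 uM final) is turned over by placental ASM in 60 min at 37 C after a 10 min compound preincubation. Reaction ended by alkaline stop (pH 10), with fluorescence read at 386/447 nm.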
ELG1 genotox: induces genotoxicity in HEK293T cells with luciferase-tagged ELG1. HEK293T ELG1-luciferase reporter, luminescence, 16 h. Potency, µM (highest dose often 46 µM), for the others: at the top dose activity change, positive = activation, usual class: activators. 1.3% of 330,000 active; also: potency is read from the fitted curve at half-maximal effect; % of control where 0% means no effect; nearly all actives have a fitted effect of over 60% in size
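HEK293T cells expressing luciferase-tagged ELG1 were treated with compound or DMSO for 16 hr at 37°C. Luciferase activity was then read after 30 min with ONE-Glo at room temperature; rising signal flags genetic stress.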
USP2a inh: blocks human ubiquitin-specific protease USP2a | Potency, µM (series often up to 38.3 µM), for the others: at the highest dose activity change, negative = inhibition, hits mostly inhibitors | USP2 core, Ub-CHOP2 coupled fluorogenic reporter, 485/531 | AID 463254 | O75604 | 0.01% of 330,000 active;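 also: potency is read from the fitted curve at half-maximal effect; plate controls were DMSO wells for no effect and full inhibition by NEM control for full effect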
Target sequence (O75604 whole entry, looked up): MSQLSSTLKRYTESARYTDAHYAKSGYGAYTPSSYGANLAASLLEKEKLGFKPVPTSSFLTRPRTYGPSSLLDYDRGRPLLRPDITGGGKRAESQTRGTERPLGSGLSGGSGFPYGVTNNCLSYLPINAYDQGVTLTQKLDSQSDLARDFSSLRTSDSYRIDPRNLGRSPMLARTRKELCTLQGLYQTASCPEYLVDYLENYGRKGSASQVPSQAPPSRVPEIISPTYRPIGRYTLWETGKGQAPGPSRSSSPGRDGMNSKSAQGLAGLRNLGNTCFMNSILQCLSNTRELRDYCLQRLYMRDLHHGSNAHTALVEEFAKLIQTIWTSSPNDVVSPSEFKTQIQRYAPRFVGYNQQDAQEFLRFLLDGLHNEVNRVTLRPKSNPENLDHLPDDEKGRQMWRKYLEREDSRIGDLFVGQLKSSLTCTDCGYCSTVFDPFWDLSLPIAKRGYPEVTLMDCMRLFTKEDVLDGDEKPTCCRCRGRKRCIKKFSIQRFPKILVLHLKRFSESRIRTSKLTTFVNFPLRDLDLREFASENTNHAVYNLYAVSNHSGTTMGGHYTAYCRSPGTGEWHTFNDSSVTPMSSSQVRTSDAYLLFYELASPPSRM
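Deubiquitinase activity read as fluorescence (485/531 nm) after Ub-CHOP2 cleavage activates the enterokinase reporter on its substrate; USP2 core 10nM, Ub-CHOP2 and substrate 25nM each, 30min compound preincubation then 60min RT; data normalized to NEM, curves fitted.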
Eya2 phos inh: Eya2 (human) phosphatase inhibition | O00167 | recombinant Eya2, OMFP fluorescence dephosphorylation (OMFP is methylfluorescein phosphate) | Potency, µM (top dose mostly 76.9 µM), for inactives: at the top dose activity, negative = inhibition, most hits filed as inhibitors | 0.006% of 330,000 active | AID 488837; also: potency is read from the fitted curve at half-maximal effect; % is scaled to controls: 0 for no effect and ±100 for the full control effect
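Eya2 protein (added as 0.2 uM solution) was preincubated with compound for 10 min at ambient temperature in 50 mM HEPES pH 7.5, 50 mM NaCl, 5 uM MgCl2, 0.05% BSA, 1 mM DTT. OMFP (added at 50 uM) then reacted 10 min; fluorescence read at 485/525 nm.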
TRPV1 agonist: human TRPV1 agonism. Q8NER1. AID 540275. activation, % at 8.33 µM. TRPV1-expressing cells, Fluo-8 calcium influx, agonist mode. 0.19% of 320,000 active; in the data active = activation above about 80%; inconclusive = between about 30% and that limit; also: 0% is about no effect
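Cells expressing TRPV1 were dye-loaded with Fluo-8 and read kinetically: 10 s baseline, 3 min after compound (agonist portion), then 2 min after EC20 capsaicin (allosteric enhancer portion). Calcium-bound dye fluorescence at 480/520 nm.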
uPA generation: inhibitors of cell surface uPA generation. cell surface uPA generation assay, qHTS. Potency, µM (highest dose often 38.3 µM), without a hit: top-dose activity change, negative = inhibition, usual class: inhibitors. 0.31% of 330,000 active. AID 540303; active = well fitted inhibition curve with a large enough effect; inconclusive = small, poorly fitted or top-dose-only effect; inactive = no such curve, though single readings can be large or run the other way; tested in mouse RAW 264.7 cells; also: potency is read from the fitted curve at half-maximal effect; % is scaled to controls: 0 for no effect and ±100 for the full control effect; nearly all actives have a fitted effect of over 55% in size
TSG101-PTAP inh: blocks PTAP/TSG101 interaction to inhibit HIV-1 budding; Fluorescence polarization, FITC-PTAP peptide / Tsg101 binding; 340,000 tested, under 10 active; Potency, µM (top dose mostly 115 µM), for inactives: at the top dose activity change, negative = inhibition, most hits filed as inhibitors; Q99816; active = well fitted inhibition curve with a large enough effect in the main read-out, with a control signal flat, not every such curve was filed as active; inconclusive = small, poorly fitted or top-dose-only effect, or effect the other way, or a change in a side signal; inactive = no such curve, though single readings can be large or run the other way; also: potency is read from the fitted curve at half-maximal effect; % of control where 0% means no effect
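FP read-out: FITC-PTAP peptide, 50 nM final, binding Tsg101 binding domain, 10 uM final; 20 min, r.t.; 10 mM HEPES pH 7.5, 0.15 M NaCl, 0.01% Tween 20, 3 mM EDTA, 0.1 mM TCEP.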
Integrin act MD: activators of alpha7 integrin expression for muscular dystrophy; Potency, µM (titrated, usually from 38.3 µM), for the others: at the highest dose activation, actives largely listed as activators; alpha7betagal myoblasts, beta-gal FDG fluorescence, 48 h; 0.064% of 350,000 active;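 also: potency is read from the fitted curve at half-maximal effect; 100% = response of the positive control SU9516; nearly all actives have a fitted effect of over 60% in size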
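Alpha7betagal+/- myoblasts (passage 13) were plated 16-24 hr, then exposed to compounds (1:260 dilution of DMSO stock) for 48 hours at 37C. After MPER lysis, β-galactosidase reporter activity was read as FDG fluorescence (ex 480/em 540) after 30 minutes.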
* marks the source's active call; other numbers are inactive results; [ ] = remark or other dose. Unless noted, calls follow the shape of the dose curve; as a rule, active = well fitted curve in the direction sought with a large enough effect; inconclusive = small, poorly fitted or top-dose-only effect, or another doubt; inactive = no such curve, though single readings can be large; an effect the other way counts as inactive or inconclusive.

The first two entries as a preview:
Results for CCC(C)(C(=O)NC1CCCC1)N(Cc1ccco1)C(=O)c1ccc2c(c1)OCO2 (configuration not stated) ?
p53 reactivation: -1%; B2AR arrestin: -0.9%; BRCA1 expr up: -28%; ASM inhibitor: 4%; ELG1 genotox: -3%; USP2a inh: 2%; Eya2 phos inh: -7%; TRPV1 agonist: 6; uPA generation: -5%; TSG101-PTAP inh: 1%; Integrin act MD: 26%[7.66 µM]

Results for Cc1csc(NC(=O)c2cccs2)n1 ?
p53 reactivation: inconclusive; B2AR arrestin: 0.0%; BRCA1 expr up: inconclusive; ASM inhibitor: -2%; ELG1 genotox: inconclusive; USP2a inh: 0%; Eya2 phos inh: 6%; TRPV1 agonist: 1; uPA generation: -1%; TSG101-PTAP inh: 0%; Integrin act MD: 3%

The list itself (from the top)
Results for CCC(C)(C(=O)NC1CCCC1)N(Cc1ccco1)C(=O)c1ccc2c(c1)OCO2 (configuration not stated) ?
p53 reactivation: -1%; B2AR arrestin: -0.9%; BRCA1 expr up: -28%; ASM inhibitor: 4%; ELG1 genotox: -3%; USP2a inh: 2%; Eya2 phos inh: -7%; TRPV1 agonist: 6; uPA generation: -5%; TSG101-PTAP inh: 1%; Integrin act MD: 26%[7.66 µM]

Results for Cc1csc(NC(=O)c2cccs2)n1 ?
p53 reactivation: inconclusive; B2AR arrestin: 0.0%; BRCA1 expr up: inconclusive; ASM inhibitor: -2%; ELG1 genotox: inconclusive; USP2a inh: 0%; Eya2 phos inh: 6%; TRPV1 agonist: 1; uPA generation: -1%; TSG101-PTAP inh: 0%; Integrin act MD: 3%

Results for Cc1cc(C(=O)Nc2ccc3c(c2)OCCO3)co1 ?
p53 reactivation: -1%; B2AR arrestin: -0.4%; BRCA1 expr up: inconclusive; ASM inhibitor: 1%; ELG1 genotox: inconclusive; USP2a inh: -6%; Eya2 phos inh: 0%; TRPV1 agonist: -3; uPA generation: inconclusive; TSG101-PTAP inh: -5%; Integrin act MD: 11%

Results for CC1CCN(CCOc2cccc(Br)c2)CC1 ?
p53 reactivation: 8%; B2AR arrestin: 0.3%; BRCA1 expr up: -1%; ASM inhibitor: 6%; ELG1 genotox: 2%; USP2a inh: -1%; Eya2 phos inh: 7%; TRPV1 agonist: 2; uPA generation: -6%; TSG101-PTAP inh: -1%; Integrin act MD: -7%

Results for O=C1CSc2ccc(C(=O)NCCC3=CCCCC3)cc2N1 ?
p53 reactivation: 4%; B2AR arrestin: 0.1%; BRCA1 expr up: 58%; ASM inhibitor: 3%; ELG1 genotox: 10%; USP2a inh: 2%; Eya2 phos inh: 4%; TRPV1 agonist: inconclusive; TSG101-PTAP inh: -1%; Integrin act MD: 19%

Results for O=C(N/N=C1/CC2C=CCC12)c1cccs1 (configuration not stated) ?
B2AR arrestin: -0.9%; BRCA1 expr up: inconclusive; ASM inhibitor: 2%; ELG1 genotox: 12%; USP2a inh: -2%; Eya2 phos inh: 5%; TRPV1 agonist: 3; uPA generation: 1%; TSG101-PTAP inh: -2%; Integrin act MD: 26%

What do the screens show for `CC1CCCC(C)N1C(=O)COC(=O)CNC(=O)c1ccccc1F` (configuration not stated)?
p53 reactivation: -5%; B2AR arrestin: -0.7%; BRCA1 expr up: 11%; ASM inhibitor: 6%; ELG1 genotox: 2%; USP2a inh: -1%; Eya2 phos inh: 0%; TRPV1 agonist: 0; uPA generation: 15%; TSG101-PTAP inh: -6%; Integrin act MD: 8%

Results for CC(=O)c1cccc(S(=O)(=O)N2CCC(C(=O)NC3CCCC3)CC2)c1 ?
p53 reactivation: -3%; B2AR arrestin: -0.1%; BRCA1 expr up: -5%; ASM inhibitor: 2%; ELG1 genotox: 0%; USP2a inh: 1%; Eya2 phos inh: 5%; TRPV1 agonist: -2; uPA generation: -1%; TSG101-PTAP inh: -1%; Integrin act MD: 3%

How did CCCCCNC(=O)CC1Nc2c3ccccc3nc(=S)n2C1=O (configuration not stated) do in these assays?
p53 reactivation: 0%; B2AR arrestin: 0.2%; BRCA1 expr up: 1%[1.84 µM]; ASM inhibitor: 3%; ELG1 genotox: -5%; USP2a inh: 0%; Eya2 phos inh: 7%; TRPV1 agonist: 4; uPA generation: -4%; TSG101-PTAP inh: -1%; Integrin act MD: 3%

Results for NC(=O)CC(NC(=O)c1ccc(Br)cc1)c1ccc(NC2CCCCC2)c([N+](=O)[O-])c1 (configuration not stated) ?
p53 reactivation: 4%; B2AR arrestin: -0.5%; BRCA1 expr up: 0%; ASM inhibitor: -6%; ELG1 genotox: -2%; USP2a inh: 2%; Eya2 phos inh: 0%; TRPV1 agonist: 1; uPA generation: -5%; TSG101-PTAP inh: 0%; Integrin act MD: 18%

What do the screens show for `CCc1ccc(NS(=O)(=O)c2cc3c4c(c2)CCN4C(=O)CC3)cc1`?
p53 reactivation: -5%; B2AR arrestin: -0.3%; BRCA1 expr up: -5%; ASM inhibitor: -2%; ELG1 genotox: inconclusive; USP2a inh: 1%; Eya2 phos inh: 18%; TRPV1 agonist: 0; uPA generation: -5%; TSG101-PTAP inh: 1%; Integrin act MD: 0%

How did COc1cc(C2C3C(=O)N(Cc4ccccc4)C(=O)C3ON2c2ccccc2)cc(OC)c1OC (configuration not stated) do in these assays?
p53 reactivation: -2%; B2AR arrestin: -0.4%; BRCA1 expr up: 6%; ASM inhibitor: -4%; ELG1 genotox: 2%; USP2a inh: -2%; Eya2 phos inh: 2%; TRPV1 agonist: inconclusive; uPA generation: -3%; TSG101-PTAP inh: -1%; Integrin act MD: 17%

Results for O=C(C1CC(=O)N(c2ccccc2)C1)N1CCC(c2nc3ccccc3[nH]2)CC1 (configuration not stated) ?
p53 reactivation: -3%; B2AR arrestin: -0.1%; BRCA1 expr up: -7%; ASM inhibitor: -2%; ELG1 genotox: 5%; USP2a inh: 0%; Eya2 phos inh: 5%; TRPV1 agonist: -1; uPA generation: 0%; TSG101-PTAP inh: -3%; Integrin act MD: -13%

Results for Cc1cc(C(F)F)n2ncc(C(=O)NCCc3ccccc3Cl)c2n1 ?
p53 reactivation: -4%; B2AR arrestin: 0.1%; BRCA1 expr up: 2%; ASM inhibitor: -5%; ELG1 genotox: 2%; USP2a inh: 0%; Eya2 phos inh: -29%; TRPV1 agonist: 12; uPA generation: -1%; TSG101-PTAP inh: -5%; Integrin act MD: 17%

How did CCCN(CC(=O)Nc1ccccc1C)C(=O)c1ccc(N2CCOCC2)c([N+](=O)[O-])c1 do in these assays?
p53 reactivation: 10%; B2AR arrestin: -0.1%; BRCA1 expr up: 2%; ASM inhibitor: -3%; ELG1 genotox: -8%; USP2a inh: 3%; Eya2 phos inh: 10%; TRPV1 agonist: 1; uPA generation: -1%; TSG101-PTAP inh: -1%; Integrin act MD: -4%

How did Cc1ccc2oc(C(=O)N(Cc3ccncc3)CC3CCCO3)c(C)c2c1 (configuration not stated) do in these assays?
p53 reactivation: 10%; B2AR arrestin: 0.2%; BRCA1 expr up: 81%; ASM inhibitor: -1%; ELG1 genotox: inconclusive; USP2a inh: 2%; Eya2 phos inh: -1%; TRPV1 agonist: 22; uPA generation: -4%; TSG101-PTAP inh: -6%; Integrin act MD: -16%

How did O=C(O)c1cc(-c2ccc(Cl)s2)nc2ccccc12 do in these assays?
p53 reactivation: -7%; B2AR arrestin: -0.3%; BRCA1 expr up: 63%; ASM inhibitor: 230%[activator]; ELG1 genotox: -2%; USP2a inh: 3%; Eya2 phos inh: -1%; TRPV1 agonist: 1; uPA generation: -8%; TSG101-PTAP inh: 0%; Integrin act MD: 8%

How did CCOC(=O)C(C)Sc1nc(-c2ccco2)cc(C(F)(F)F)c1C#N (configuration not stated) do in these assays?
p53 reactivation: 0%; B2AR arrestin: 0.0%; BRCA1 expr up: -44%; ASM inhibitor: 340%[activator]; ELG1 genotox: 1%; USP2a inh: 2%; Eya2 phos inh: -3%; TRPV1 agonist: 0; uPA generation: -2%; TSG101-PTAP inh: 0%; Integrin act MD: -6%

What do the screens show for `O=C(COc1ccc([N+](=O)[O-])cc1Cl)Nc1ccc2[nH]c(=O)[nH]c2c1`?
p53 reactivation: 0%; B2AR arrestin: 0.0%; BRCA1 expr up: -5%; ASM inhibitor: 2%; ELG1 genotox: 3%; USP2a inh: -6%; Eya2 phos inh: -8%; uPA generation: 2%; TSG101-PTAP inh: -9%; Integrin act MD: -21%

How did COc1ccc(C(=O)NCC(=O)N2CCN(C(=O)c3ccco3)CC2)cc1[N+](=O)[O-] do in these assays?
p53 reactivation: -7%; B2AR arrestin: -0.5%; BRCA1 expr up: 4%; ASM inhibitor: 1%; ELG1 genotox: -1%; USP2a inh: 2%; Eya2 phos inh: -13%; uPA generation: -1%; TSG101-PTAP inh: -2%; Integrin act MD: -5%
